Bioassay records as filed in PubChem BioAssay.
TcdB inh: TcdB glycohydrolase inhibitors, primary screen, biochemical, single point, plate reader | Toxin B (Clostridioides difficile), P18177 | TcdB glycohydrolase enzymatic assay | inhibition, % at 9.99 µM | 350,000 tested, 0.24% active | AID 652162, 2013; in the data active = inhibition above about 10%
* marks the source's active call; other numbers are inactive results; & = joins results of further samples. This is a subset. The share of hits here may be higher or lower than overall.

CCC(=O)N1CC2(C1)[C@H](c1ccc(-c3ccc(C)cc3)cc1)[C@H](CO)N2S(C)(=O)=O
  TcdB inh = 0.7

COc1ccc(NC(=O)N(C)C[C@@H]2Oc3ccc(NC(=O)Cc4cn(C)c5ccccc45)cc3C(=O)N([C@@H](C)CO)C[C@@H]2C)cc1
  TcdB inh = -0.1

O=C(C[C@H]1CC[C@@H](NC(=O)NC2CCCCC2)[C@@H](CO)O1)NCc1ccc(Cl)cc1
  TcdB inh = -0.9

CO[C@H]1CN(C)C(=O)c2cc(NC(=O)C3CC3)ccc2OC[C@@H](C)N(Cc2cncnc2)C[C@@H]1C
  TcdB inh = 0.7

C[C@@H]1CN([C@H](C)CO)C(=O)Cc2cc(NS(=O)(=O)c3cccs3)ccc2O[C@H]1CN(C)S(=O)(=O)c1ccc(F)cc1
  TcdB inh = -0.4

CC(C)C#Cc1cnc2c(c1)C(=O)N([C@H](C)CO)C[C@@H](C)[C@@H](CN(C)S(=O)(=O)c1cn(C)cn1)O2
  TcdB inh = 0.0

COc1ccc(NC(=O)Nc2cccc3c2O[C@@H](CN(C)Cc2ccc(C(=O)Nc4ccccc4N)cc2)[C@@H](C)CN([C@@H](C)CO)C3=O)cc1
  TcdB inh = -2.7

CN(C)c1ccc2c(c1)[C@H]1C[C@H](CC(=O)NCc3ccncc3)O[C@H](CO)[C@H]1O2
  TcdB inh = -31

COCC(=O)N(C)C[C@@H]1Oc2ncc(C#Cc3ccccc3OC)cc2C(=O)N([C@H](C)CO)C[C@H]1C
  TcdB inh = 0.3

COCCNC(=O)C[C@H]1C[C@H]2c3cc(NC(=O)C4CCC4)ccc3O[C@H]2[C@@H](CO)O1
  TcdB inh = -0.2

C[C@@H]1CN([C@@H](C)CO)C(=O)c2cc(NC(=O)c3ccccc3)ccc2O[C@@H](C)CCCCO[C@H]1CN(C)C(=O)Cc1ccccc1
  TcdB inh = -0.6

COC(=O)[C@@]12C[C@@H](CC(=O)NCCC(C)C)C(=O)N(Cc3ccco3)C1=CCC(C)(C)C2
  TcdB inh = 1.3

CN1C(=O)c2cc(NC(=O)Cc3cccs3)ccc2OC[C@H]2O[C@H](CC(=O)NCCCN3CCOCC3)CC[C@H]21
  TcdB inh = -0.7

C[C@@H]1CN([C@H](C)CO)C(=O)c2cc(C#Cc3ccc(F)cc3)cnc2O[C@H]1CN(C)CC1CCOCC1
  TcdB inh = -0.1

C[C@@H]1CCCCO[C@H](CN(C)Cc2ccc3c(c2)OCO3)[C@H](C)CN([C@H](C)CO)C(=O)c2cc(NC(=O)Nc3ccccc3)ccc2O1
  TcdB inh = -0.6

CCCNC(=O)N1[C@H](CO)[C@@H](c2ccccc2C2=CCCCC2)[C@@H]1C#N
  TcdB inh = 0.9

COc1ccc(S(=O)(=O)N(C)C[C@H]2Oc3c(NC(=O)Nc4ccc5c(c4)OCO5)cccc3C(=O)N([C@H](C)CO)C[C@H]2C)cc1
  TcdB inh = 0.1

COc1cccc(C#Cc2ccc3c(c2)[C@H]2[C@H](CCN2S(=O)(=O)c2ccc(C)cc2)[C@H](CO)N3)c1
  TcdB inh = 0.4

C[C@@H]1CN([C@@H](C)CO)C(=O)c2cc(NC(=O)Cc3ccccc3)ccc2O[C@H]1CN(C)S(=O)(=O)c1ccccc1
  TcdB inh = -0.2

O=C(O)C[C@H]1C[C@@H]2c3cc(NC(=O)Nc4ccc(C(F)(F)F)cc4)ccc3O[C@@H]2[C@@H](CO)O1
  TcdB inh = 0.7

CC(=O)N1CC2(C1)[C@@H](c1ccc(-c3ccccc3C)cc1)[C@@H](CO)N2C(=O)CC1CC1
  TcdB inh = 0.1

CO[C@H]1CN(C)C(=O)c2ccc(NC(=O)C3CC3)cc2OC[C@@H](C)N(Cc2ccccc2)C[C@@H]1C
  TcdB inh = -7.7

O=C(NC1CCCC1)N[C@@H]1C=C[C@@H](CC(=O)N2CCOCC2)O[C@H]1CO
  TcdB inh = -1.0

COc1ccccc1-c1ccc2n(c1=O)C[C@H]1[C@H](CO)[C@@H](C(=O)N[C@H](C)c3ccccc3)[C@@H]2N1C
  TcdB inh = 0.1

O=C1C2CC=CCC2C(=O)N1SC(Cl)(Cl)Cl (configuration not stated)
  TcdB inh = 0.5

COC(=O)C1=CN(c2ccc3c(c2)OCO3)C(N)=C(C#N)C1c1ccccc1 (configuration not stated)
  TcdB inh = 1.1

CC(C)NC(=O)N(C)C[C@@H]1Oc2ncc(-c3cc4ccccc4o3)cc2C(=O)N([C@H](C)CO)C[C@@H]1C
  TcdB inh = 1.4

CC(C)(O)C#Cc1cccc(-c2nc(C(=O)NCCCN3CCOCC3)cc3c2[C@@H](CCO)N(S(=O)C(C)(C)C)C3)c1 (some centres not stated)
  TcdB inh = 0.0

COc1cccc(NC(=O)N2CC(=O)N3[C@@H](CO)[C@H](c4ccc(C5=CCCCC5)cc4)[C@@H]3C2)c1
  TcdB inh = 0.2

COc1ccc(CN(C)C[C@@H]2OCCCC[C@H](C)Oc3ccc(NS(=O)(=O)c4cccs4)cc3C(=O)N([C@@H](C)CO)C[C@H]2C)cc1
  TcdB inh = 0.9

5 records drawn at random from those above:
CC(=O)N1CC2(C1)[C@@H](c1ccc(-c3ccccc3C)cc1)[C@@H](CO)N2C(=O)CC1CC1
  TcdB inh = 0.1

COc1ccccc1-c1ccc2n(c1=O)C[C@H]1[C@H](CO)[C@@H](C(=O)N[C@H](C)c3ccccc3)[C@@H]2N1C
  TcdB inh = 0.1

COc1ccc(CN(C)C[C@@H]2OCCCC[C@H](C)Oc3ccc(NS(=O)(=O)c4cccs4)cc3C(=O)N([C@@H](C)CO)C[C@H]2C)cc1
  TcdB inh = 0.9

CO[C@H]1CN(C)C(=O)c2ccc(NC(=O)C3CC3)cc2OC[C@@H](C)N(Cc2ccccc2)C[C@@H]1C
  TcdB inh = -7.7

CC(C)NC(=O)N(C)C[C@@H]1Oc2ncc(-c3cc4ccccc4o3)cc2C(=O)N([C@H](C)CO)C[C@@H]1C
  TcdB inh = 1.4

New compounds follow.
Cn1cnc(S(=O)(=O)N2[C@@H]3CNC[C@H]2C3c2ccc(-c3ccccc3F)cc2)c1 (some centres not stated)
  TcdB inh = 0.3&-0.6

C[C@H]1CN([C@@H](C)CO)C(=O)c2cc(C#CC3CCCC3)cnc2O[C@H]1CN(C)C(=O)c1ccncc1
  TcdB inh = 0.0

C[C@@H]1CCCCO[C@@H](CN(C)C(=O)Nc2ccc3c(c2)OCO3)[C@@H](C)CN([C@H](C)CO)C(=O)c2cc(NC(=O)Nc3ccc(C(F)(F)F)cc3)ccc2O1
  TcdB inh = 1.2&1.7

C[C@H](CO)N1C[C@H](C)[C@@H](CN(C)CC2CCOCC2)Oc2cc(C#CC3CC3)ccc2S1(=O)=O
  TcdB inh = -1.3

C[C@@H]1CN([C@H](C)CO)C(=O)c2cc(NC(=O)Nc3ccc(F)cc3)ccc2O[C@H]1CN(C)S(=O)(=O)c1ccc(Cl)cc1
  TcdB inh = 0.0

COc1ccccc1CNC(=O)C[C@H]1CC[C@@H](NC(=O)CC2CC2)[C@@H](CO)O1
  TcdB inh = 0.9

C[C@@H]1CCCCO[C@H](CN(C)Cc2ccc(C(F)(F)F)cc2)[C@H](C)CN([C@H](C)CO)C(=O)c2cc(NC(=O)Nc3ccc4c(c3)OCO4)ccc2O1
  TcdB inh = 0.3

CCCN1C[C@H](C)[C@H](OC)CN(C)C(=O)c2ccc(NC(=O)COC)cc2OC[C@@H]1C
  TcdB inh = -2.6

O=C(N[C@H]1C=C[C@H](CC(=O)N2CCOCC2)O[C@@H]1CO)c1ccc2c(c1)OCO2
  TcdB inh = 0.7

C#CCNC(=O)c1cc2cccnc2nc1N
  TcdB inh = 0.9

Cc1ccc(S(=O)(=O)Nc2cccc3c2O[C@H](CN(C)S(=O)(=O)c2cn(C)cn2)[C@@H](C)CN([C@H](C)CO)C3=O)cc1
  TcdB inh = 0.1

CO[C@H]1CC[C@@H]2CCOc3c(C#N)cccc3C(=O)N(C)C[C@H](c3ccccc3)CC(=O)N(C)C[C@@H]1O2
  TcdB inh = -0.1

C[C@@H]1CCCCO[C@H](CN(C)C)[C@H](C)CN([C@@H](C)CO)C(=O)c2cc(NC(=O)Cc3ccccc3)ccc2O1
  TcdB inh = 0.5

CCC(=O)Nc1ccc2c(c1)OC[C@@H](C)N(Cc1ccccc1F)C[C@H](C)[C@H](OC)CN(C)C2=O
  TcdB inh = 1.0

c1cncc(-c2ccc(C3[C@@H]4CN(Cc5nccs5)C[C@H]3N4)cc2)c1 (some centres not stated)
  TcdB inh = 0.7&0.0

CNC[C@H]1Oc2ncc(C#CCC3CCCC3)cc2C(=O)N([C@@H](C)CO)C[C@H]1C
  TcdB inh = -0.6

O=C1N[C@@H](Cc2ccccc2)COCc2cn(nn2)CC[C@@H]1Cc1ccccc1
  TcdB inh = -0.4

C[C@@H]1CN([C@H](C)CO)C(=O)c2cccc(NC(=O)NC3CCCCC3)c2O[C@H]1CN(C)S(=O)(=O)c1cn(C)cn1
  TcdB inh = -1.5

O=C(Nc1ccc(F)cc1)N1C[C@@H]2[C@H](c3ccccc31)[C@@H](CO)N2Cc1ccccc1
  TcdB inh = 1.3

C[C@H]1CN([C@@H](C)CO)C(=O)CCCn2nncc2CO[C@@H]1CN(C)Cc1cccnc1
  TcdB inh = -2.5

O=C(C1CCCC1)N1CCCCN2[C@H](CO)[C@@H](c3ccc(C#CC4CC4)cc3)[C@H]2C1
  TcdB inh = -0.4

C[C@H](NC(=O)C[C@@H]1C[C@@H]2c3cc(N(C)C)ccc3O[C@@H]2[C@H](CO)O1)c1ccccc1
  TcdB inh = -44

COc1cccc(CN(C)C[C@@H]2OCc3ccccc3-c3c(n(C)c4ccccc34)C(=O)N([C@H](C)CO)C[C@@H]2C)c1
  TcdB inh = 0.4

Cc1noc(C)c1NC(=O)Nc1ccc2c(c1)C(=O)N([C@@H](C)CO)C[C@H](C)[C@H](CN(C)Cc1ccc3c(c1)OCO3)O2
  TcdB inh = 0.5

C[C@H]1CN(C(=O)OC(C)(C)C)CCN1c1ccc(N2CCS(=O)(=O)CC2)c(C#N)c1
  TcdB inh = 1.3

O=C(C[C@@H]1C[C@H]2c3cc(NC(=O)C4CCC4)ccc3O[C@H]2[C@H](CO)O1)NC1CCCC1
  TcdB inh = -0.3

O=C([C@H]1[C@H](CO)[C@H]2Cn3c(ccc(/C=C/c4ccccc4)c3=O)[C@H]2N1CC1CC1)N1CCCCC1
  TcdB inh = -0.2

C[C@H]1CN([C@@H](C)CO)C(=O)c2cc(C#CC3CCCC3)cnc2O[C@@H]1CN(C)C(=O)Cc1ccccn1
  TcdB inh = 1.2

O=C(Cc1cccnc1)N1CCCCN2[C@H](CO)[C@H](c3ccc(C#CC4CC4)cc3)[C@@H]2C1
  TcdB inh = -8.6

C[C@@H]1CN([C@@H](C)CO)C(=O)Cc2cc(NC(=O)C3CCCCC3)ccc2O[C@H]1CN(C)C
  TcdB inh = -2.0

O=C(C[C@@H]1C=C[C@H](NC(=O)c2cccnc2)[C@@H](CO)O1)NCc1ccncn1
  TcdB inh = 0.4

Cc1ccc(S(=O)(=O)N(C)C[C@H]2Oc3ccc(N(C)C)cc3C(=O)N([C@@H](C)CO)C[C@H]2C)cc1
  TcdB inh = 0.4

NCC[C@@H]1CC[C@@H](NC(=O)Nc2ccc(F)cc2)[C@H](CO)O1
  TcdB inh = -1.2

CCC(=O)Nc1ccc2c(c1)C(=O)N(C)[C@H]1CC[C@H](CC(=O)O)O[C@@H]1CO2
  TcdB inh = 0.5

CCCC(=O)Nc1ccc2c(c1)C(=O)N(C)C[C@H](OC)[C@@H](C)CN(Cc1ccccc1F)[C@H](C)CO2
  TcdB inh = 0.2

O=C(C1CCCCC1)N1C[C@@H]2N[C@H](C1)C2c1ccc(-c2cccc(F)c2)cc1 (some centres not stated)
  TcdB inh = -8.2&-7.9

COc1ccc(CN(C)C[C@@H]2Oc3ccc(NS(=O)(=O)c4c(C)noc4C)cc3CC(=O)N([C@H](C)CO)C[C@H]2C)cc1
  TcdB inh = 0.7

OC[C@H]1[C@H](c2ccc(-c3ccccc3F)cc2)[C@H]2CN(Cc3cncnc3)CCCCN21
  TcdB inh = -1.2

CCCC#Cc1ccc([C@H]2[C@@H](CO)N3C(=O)CN(S(=O)(=O)Cc4ccccc4)C[C@@H]23)cc1
  TcdB inh = -18

C[C@H]1CN([C@@H](C)CO)C(=O)CCCn2nncc2CO[C@H]1CN(C)Cc1ccc2cccnc2c1
  TcdB inh = 1.1

C[C@H]1CN([C@@H](C)CO)C(=O)c2cccc(NS(=O)(=O)c3cccs3)c2O[C@@H]1CN(C)S(=O)(=O)c1ccc(Cl)cc1
  TcdB inh = -1.7

C[C@H]1CCCCO[C@H](CN(C)C(=O)Nc2ccc(C(F)(F)F)cc2)[C@@H](C)CN([C@@H](C)CO)C(=O)c2cc(NS(C)(=O)=O)ccc2O1
  TcdB inh = 0.8

Cc1ccc(S(=O)(=O)N(C)C[C@H]2Oc3ccc(NC(=O)CCCCCC(=O)Nc4ccccc4N)cc3C(=O)N([C@@H](C)CO)C[C@@H]2C)cc1
  TcdB inh = -0.5

C[C@H]1CN([C@@H](C)CO)C(=O)c2c(c3ccccc3n2C)-c2ccccc2CO[C@@H]1CN(C)Cc1ccccc1C(F)(F)F
  TcdB inh = 0.1

C[C@H](CO)N1C[C@H](C)[C@H](CN(C)S(C)(=O)=O)OCCCC[C@H](C)Oc2ccc(NS(=O)(=O)c3ccccc3)cc2C1=O
  TcdB inh = -1.9

CN(C)C(=O)c1cccc(-c2ccc([C@H]3[C@@H](C#N)N(C(=O)C4CC4)[C@H]3CO)cc2)c1
  TcdB inh = 1.4

O=C(C[C@@H]1CC[C@@H]2[C@H](COC[C@@H](O)CN2Cc2ccc(C(F)(F)F)cc2)O1)N1CCc2ccccc2C1
  TcdB inh = 0.8

C[C@@H]1CN([C@@H](C)CO)C(=O)CCCn2nncc2CO[C@H]1CN(C)C(=O)Nc1ccc(C(C)(C)C)cc1
  TcdB inh = -0.4

CCCN(C)C[C@@H]1Oc2cc(C#CCc3ccccc3)ccc2S(=O)(=O)N([C@H](C)CO)C[C@@H]1C
  TcdB inh = -2.8

Cc1noc(C)c1S(=O)(=O)N(C)C[C@H]1OCCCC[C@@H](C)Oc2ccc(NC(=O)NC(C)C)cc2C(=O)N([C@H](C)CO)C[C@@H]1C
  TcdB inh = -0.8

COCc1cn(CC[C@H]2CC[C@H](NC(=O)Nc3ccc(OC)cc3)[C@H](CO)O2)nn1
  TcdB inh = -7.0
